Vif-APOBEC3F blk: Vif-A3F binding inhibition. 390,000 tested, 0.2% active. HeLa A3F-eYFP + Vif (tagged APOBEC3F with the HIV-1 protein that degrades it), YFP fluorescence increase. Potency, µM (series often up to 46.1 µM), for inactives: at the highest dose activity, negative = active; further: potency means the concentration at half of the fitted maximal effect; % of control where 0% means no effect; nearly all actives have a fitted effect of over 65% in size
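HeLa cells stably expressing A3F-eYFP plus Vif, plated and incubated overnight at 37 deg C, then exposed to compounds overnight at 37 deg C. Blocked degradation read as raised yellow fluorescence (Ex 488/Em 500-530).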
Glioma ERSR ind: ER stress response induction in glioma; U87-MG GRP78 promoter luciferase reporter, 16 h; Potency, µM, for the others: at the top dose activation, hits mostly activators; 420,000 tested, 0.02% active; further: potency means the concentration at half of the fitted maximal effect; series mostly up to about 76 µM; % of control where 0% means no effect; nearly all actives have a fitted effect of over 35% in size
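Stably transfected U87-MG glioma cells carrying a GRP78-based luciferase sensor; 16 h compound incubation. Luminescence end-point read 10 min after Bright-Glo addition at room temperature.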
D1 agonist: agonists of human D1 dopamine receptor; HEK293 T-REx D1 cells, calcium flux, agonist mode; activation, % at 2 µM; 360,000 tested, 1% active; AID 504660; in the data active means activation above about 30%; further: 0% is about no effect
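Inducible HEK293 T-REx D1 cells, force-coupled to calcium signalling, were plated at 4000 cells/well with tetracycline and held overnight at 30 C. After no-wash calcium dye loading, compound-evoked calcium rise over 180 s flagged agonists.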
D2 PAM: D2 dopamine receptor (human) potentiation. AID 485347. P14416. potentiation, % at 10 µM. HEK293 T-REx D2, calcium flux, EC20 dopamine potentiation. 340,000 tested, 0.34% active;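 active means potentiation over 3 SD above the plate norm, cut at about 30% in these data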; further: 0% is about no effect
Target sequence (P14416 whole entry, looked up): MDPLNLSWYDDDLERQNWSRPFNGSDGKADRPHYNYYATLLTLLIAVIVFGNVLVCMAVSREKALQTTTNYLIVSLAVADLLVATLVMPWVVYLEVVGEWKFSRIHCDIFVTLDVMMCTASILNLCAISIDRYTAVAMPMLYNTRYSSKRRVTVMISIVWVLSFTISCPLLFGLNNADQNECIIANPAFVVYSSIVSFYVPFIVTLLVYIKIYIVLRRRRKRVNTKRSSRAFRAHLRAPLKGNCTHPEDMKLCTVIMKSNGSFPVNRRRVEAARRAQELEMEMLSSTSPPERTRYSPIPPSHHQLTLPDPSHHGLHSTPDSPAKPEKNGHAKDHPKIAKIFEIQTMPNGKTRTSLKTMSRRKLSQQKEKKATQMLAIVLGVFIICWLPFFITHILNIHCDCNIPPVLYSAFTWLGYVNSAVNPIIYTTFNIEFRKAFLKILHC
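Potentiation of an EC20 dopamine calcium response measured kinetically over 180 s, after a preceding 180 s compound-only read flagging agonists. Cells: inducible Hek293 Trex D2 line, 4000/well, cultured overnight at 30 C before dye loading.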
Vif-A3G inh: inhibitors of Vif-APOBEC3G interaction; Q9HC16; HeLa A3G-eYFP + Vif (tagged APOBEC3G with the HIV-1 protein that degrades it), YFP fluorescence, overnight; Potency, µM (top dose mostly 46.1 µM), inactives show at the top dose activity, negative = active, usual class: inhibitors; 410,000 tested, 0.076% active; AID 602310;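 further: potency means the concentration at half of the fitted maximal effect; on the % scale 0 is the no-effect control and ±100 the full control effect; nearly all actives have a fitted effect of over 60% in size; hits raise eYFP signal because A3G escapes Vif-driven loss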
Target sequence (Q9HC16 whole entry, looked up): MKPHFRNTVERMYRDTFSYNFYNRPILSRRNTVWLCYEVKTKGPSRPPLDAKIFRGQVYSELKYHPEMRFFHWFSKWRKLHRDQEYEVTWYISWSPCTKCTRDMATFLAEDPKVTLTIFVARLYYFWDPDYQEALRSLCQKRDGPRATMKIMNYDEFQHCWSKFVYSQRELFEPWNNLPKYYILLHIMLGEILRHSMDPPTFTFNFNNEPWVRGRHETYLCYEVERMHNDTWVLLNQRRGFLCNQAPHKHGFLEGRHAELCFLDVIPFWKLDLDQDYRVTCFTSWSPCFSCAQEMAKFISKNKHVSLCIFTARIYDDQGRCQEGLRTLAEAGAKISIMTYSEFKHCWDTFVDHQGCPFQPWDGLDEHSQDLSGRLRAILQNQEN
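HeLa cells stably expressing Vif and C-terminally eYFP-tagged A3G, seeded overnight at 37 deg C, then exposed to compound by pintool overnight at 37 deg C. Rise in yellow fluorescence (Ex 488/Em 500-530, Acumen) marks blocked Vif-driven A3G degradation.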
RXFP1 ag: RXFP1 (human) receptor agonism. AID 2676. Q9HBX9. 370,000 tested, 0.3% active. Potency, µM (series often up to 57.5 µM), inactives show at the highest dose activation, most hits filed as activators. HEK293T-RXFP1 cAMP TR-FRET, 30 min; response scale: percent of porcine relaxin response, buffer zero; further: potency means the concentration at half of the fitted maximal effect; on the % scale 0 is the no-effect control and ±100 the full control effect; nearly all actives have a fitted effect of over 60% in size; many of its hits are not listed in these tables
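HEK293T cells stably expressing RXFP1 were pretreated with the PDE4 inhibitor Ro 20174, exposed to compounds for 30 min at 37C, lysed, and cAMP was read by TR-FRET. Data normalized to buffer (basal) and 29 nM porcine relaxin (100%).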
D1 potentiator: human D1 dopamine receptor positive modulation; P21728; HEK293 TREx D1 cells, calcium flux, dopamine EC20 potentiation; potentiation, % at 10 µM; 360,000 tested, 0.036% active; in the data active means potentiation above about 30%; further: 0% is about no effect
D1 antagonist: blocks dopamine activation of the human D1 receptor | HEK293 TREx D1 cells, calcium flux, dopamine EC80; active compounds read low | AID 504652 | 360,000 tested, 3.2% active | activity change, negative = inhibition, % at 10 µM; in the data active means activity change below about -30%; further: on the % scale 0 is the no-effect control and ±100 the full control effect
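Compound effects on dopamine-evoked calcium signalling were measured in tetracycline-induced HEK293 Trex D1 cells. Dopamine at EC80 followed a 180 s compound pre-read, and fluorescence was tracked kinetically for 180 s more.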
LDHA block: LDHA (human) enzyme inhibition; P00338; purified LDHA, NADH/diaphorase-resazurin fluorescence; active compounds read low; activity change, % (values are at about 110 or 230 µM); 480,000 tested, 0.15% active; in the data active means activity change below about -30%; inconclusive means mostly about -25% to -30%;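 further: plate controls were DMSO wells for no effect and wells without enzyme for full effect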
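Human LDH5 at 2 nM final in Tris HCl pH 7.4 with 0.06 mM NADH and 0.2 mM pyruvate, reacted 5 minutes at room temperature. Remaining NADH coupled via diaphorase/resazurin; resorufin fluorescence read at 0 and 20 minutes, normalized to enzyme-free and DMSO wells.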
* hit, by the source's call; ? = inconclusive; . = not tested or not shown; & = joins results of further samples. Unless noted, the call rests on the fitted dose curve; in most records, active means well fitted curve in the direction sought with a large enough effect; inconclusive means small, poorly fitted or top-dose-only effect, or another doubt; inactive means no such curve, though single readings can be large; an effect the other way counts as inactive or inconclusive. These rows are one share of the data (hit frequency here may not be typical).

SMILES	Vif-APOBEC3F blk	Glioma ERSR ind	D1 agonist	D2 PAM	Vif-A3G inh	RXFP1 ag	D1 potentiator	D1 antagonist	LDHA block
C#CCOCCOCCOCCNc1nc(N2CCN(C(=O)[C@H]([C@@H](C)CC)n3cc([C@@H](N)CC(C)C)nn3)CC2)nc(N2CCN(C(=O)[C@H](CCCCN)n3cc([C@@H](N)CC(C)C)nn3)CC2)n1	2%	-3%	-3	-5	1%	0.9%	-4	1	-1
COc1ccc(S(=O)(=O)c2c(O)c3ccc(C(=O)Nc4ccc(F)cc4F)cc3[nH]c2=O)cc1	-1%	-3%	1	1	2%	0.9%	0	-2	-3
N#Cc1cc2c(nc1SCc1cccnc1)CCCC2	3%	4%	7	6	-12%	3.9%	-7	-9	1
CC1(C)CC(=O)C2=C(C1)Nc1ccccc1NC2c1cccc(F)c1 (stereo not drawn)	-10%	-6%	1	26	4%	-1.1%	-6	3	2
COc1ccc(/C=C2\C(=O)NC(=S)N2C(=O)c2ccc(C)cc2)cc1	?	1%	-2	2	?	-0.1%	6	2	-13
Cc1nc2ccccc2c(=O)n1/N=C/c1ccc(O)cc1	-1%	-4%	3	12	-1%	0.4%	1	-2	-6
Cc1nn(C)cc1CNC(=O)c1cccc(Cl)c1	-1%	-4%	0	3	2%	-0.6%	0	5	0
CCOc1ccccc1NC1c2ccccc2C(=O)N1c1ccc(C)cn1 (stereo not drawn)	-27%	-4%	1	-1	-1%	-0.1%	.	-6	-7
Cc1nc(SCC(=O)Nc2ccccc2C(F)(F)F)c(C#N)c(C)c1CC(=O)c1ccc(Br)cc1	.	.	4	-1	.	11%	0	10	.
Cc1cc(NC(=O)CSc2ccc3nnc(-c4cccnc4)n3n2)no1	-3%	-5%	2	-3	-1%	27%	1	8	-3
O=C(c1ccc2c(c1)OCO2)N1CCC2(CC1)Oc1ccc(F)cc1C(=O)C21CC(c2ccc(Cl)cc2)=NO1 (stereo not drawn)	3%	-8%	7	3	2%	1.2%	-2	6	-6
CCOc1ccc(NS(=O)(=O)c2ccc(C(=O)N3CCCCCC3)cc2)cc1	-10%	-4%	59*	5	0%	0.2%	-12	-5	-4
Cc1ccccc1OCC(=O)Nc1ccc2nc(SCC(=O)N(C)c3ccccc3)sc2c1	-1%	-4%	0	-18	3%	0.0%	0	-15	-5
COc1ccc(CCN=Cc2ccccc2O)cc1OC	2%	-1%	3	3	2%	5.1%	2	0	1
CC(C)c1ccc(NC(=O)c2cc3c(s2)-c2ccccc2SC3)cc1	.	.	1	-16	.	5.4%	-2	-5	-5
CCc1noc(C)c1C(=O)Nc1cc(S(=O)(=O)N2CCCCC2)ccc1N(C)C	1%	-3%	4	13	-4%	2.1%	-4	-9	-4
Cc1ccc2c(CNCc3ccco3)cc(=O)oc2c1	1%	3%	-2	3	1%	1.8%	-8	-8	2&7
COc1ccccc1NC(=O)C(C)OC(=O)CCNS(=O)(=O)c1ccc(C)c(C)c1 (stereo not drawn)	5%	-4%	6	-14	1%	-0.4%	-6	-10	-1
COC(=O)c1ccc(/C=N/Nc2nc(C)c(C)s2)cc1	-9%	5%	13	6	1%	-0.7%	-7	9	0
COc1cccc(Cn2c(=O)ccc3ccccc32)c1	6%	1%	5	9	-2%	-0.8%	-1	8	1
CCOC(=O)c1c(P(=O)(N2CCOCC2)N2CCOCC2)noc1N	-5%	-4%	2	-3	3%	4.6%	-4	4	-2
COC(=O)c1cc(C(=O)OCC(=O)NCc2ccc3c(c2)OCO3)cc([N+](=O)[O-])c1	7%	4%	-1	5	-9%	7.9%	1	-1	-5
C/C(=N\NC(=O)CNc1cccc(Cl)c1C)c1cccs1	2%	-3%	1	-8	-10%	0.4%	0	6	-13
CCOC(=O)c1nnn(-c2nonc2N)c1CN(C)C1CCCCC1	1%	-3%	8	-2	-1%	0.2%	-2	5	-5
COc1nc(NC2OC(CO)C(O)C(O)C2O)c(N)c(=O)[nH]1 (stereo not drawn)	2%	-6%	.	.	0%	.	.	.	0

Reformatted: entries from further up
The line under a structure holds: Vif-APOBEC3F blk | Glioma ERSR ind | D1 agonist | D2 PAM | Vif-A3G inh | RXFP1 ag | D1 potentiator | D1 antagonist | LDHA block
> COc1nc(NC2OC(CO)C(O)C(O)C2O)c(N)c(=O)[nH]1 (stereo not drawn)
→ 2% | -6% | . | . | 0% | . | . | . | 0
> C/C(=N\NC(=O)CNc1cccc(Cl)c1C)c1cccs1
→ 2% | -3% | 1 | -8 | -10% | 0.4% | 0 | 6 | -13

Continuation.
SMILES	Vif-APOBEC3F blk	Glioma ERSR ind	D1 agonist	D2 PAM	Vif-A3G inh	RXFP1 ag	D1 potentiator	D1 antagonist	LDHA block
CCC1(C)COC2(OC1)C(=O)Nc1ccccc12 (stereo not drawn)	-1%	-6%	3	3	-6%	1.4%	-3	7	0
Cc1ccc(C2=CSC3=NS(=O)(=O)CCN23)cc1	0%	0%	2	11	1%	1.3%	-11	2	-3
Cc1ccc(NC(=O)c2ccc(COc3ccccc3Cl)o2)cc1	-19%	-4%	9	-4	-6%	0.6%	-7	-26	-8
O=C(NCCCN1CCOCC1)c1cc(Cl)ccc1OCc1ccccc1	8%	-1%	0	-2	0%	8.0%	-7	-20	-2
O=C(CN1C(=O)C2C3C=CC(C4CC34)C2C1=O)Nc1cccc2ncccc12 (stereo not drawn)	-2%	0%	1	6	0%	4.8%	7	1	0
Cc1cc(C)n2nc(C(=O)N(C)c3c(N)n(Cc4ccccc4)c(=O)[nH]c3=O)nc2n1	-10%	-4%	2	.	-4%	3.7%	7	-1	-7
CN1CCN(c2ccccc2NC(=O)c2cc3ccccc3o2)CC1	-6%	-2%	3	-14	4%	-3.2%	-4	1	-6
CCn1c(=O)cc(OCC(=O)NCCC(C)C)c2ccccc21	0%	-1%	1	-6	-7%	-0.6%	.	1	-4
COc1ccc(S(=O)(=O)N2CCC(C(=O)NCc3ccncc3)CC2)cc1C	1%	-4%	3	-5	3%	-0.8%	5	-2	0
CN(C(=O)COC(=O)C1COc2ccccc2O1)C1(C#N)CCCCC1 (stereo not drawn)	0%	-3%	2	-2	1%	-0.6%	0	-4	0
Cc1cnn(-c2cc(N/N=C/c3ccccc3)ncn2)c1	-4%	-5%	3	-2	1%	0.2%	3	1	-8
COC(=O)Nc1ccc(S(=O)(=O)N2CCC(C(=O)N(C)C3CCCCC3)CC2)cc1	7%	-7%	1	-1	-1%	0.3%	-5	4	-6
NS(=O)(=O)c1ccc(CCNC(=O)C2CCCN2C(=O)OCc2ccccc2)cc1 (stereo not drawn)	0%	3%	0	2	1%	-2.7%	-6	9	-13
C/C(CC(=O)NC1CCCCC1)=N\NC(=O)c1ccccc1C	-7%	-1%	2	-7	-4%	1.9%	1	4	-3
COc1ccc(CCN(Cc2nc3ccccc3c(=O)[nH]2)C(=O)C2CC2)cc1	-7%	-2%	0	2	1%	-0.8%	-2	-13	2
CCc1nn(CC(=O)NC2CCN(Cc3ccccc3)CC2)c(=O)c2cc3cc(F)ccc3n12	5%	-3%	0	-22	1%	1.1%	-6	-9	-4
CCOc1cc(/C=N/NC(=O)c2cc3c(ccc4ccccc43)o2)ccc1O	?	-1%	2	-4	-27%	0.1%	-8	-6	0
Nc1nonc1-n1nnc(C(=O)N/N=C/C=C/c2ccccc2)c1CSC1=NCCS1	-11%	-1%	3	-5	-19%	1.8%	-3	3	-11
COc1ccc(-n2c(=O)c3c(c4cc(OC)ccc4n3C)n(C)c2=O)cc1	-7%	0%	-1	.	-1%	6.8%	5	13	0
COC(=O)[C@H](Cc1ccccc1)NC(=O)N(C)Cc1ccccc1	-9%	8%	2	5	-3%	4.4%	0	8	-7
CCOC(=O)c1c(-c2ccccc2)oc2cc(Br)c(O)cc12	-2%	-2%	3	5	-8%	15%	-1	-2	-6
CCOC(=O)c1c(C(F)(F)C(F)(F)C(F)(F)C(F)(F)F)n[nH]c1C	-14%	-8%	2	0	-8%	6.1%	2	-5	9
CCC(=O)c1ccc(O)c(CC=C(C)C)c1	-6%	0%	4	.	1%	0.0%	-3	2	-2
Cc1nn(-c2ccccc2)c(Cl)c1CN(C(=O)CCl)c1ccc(Cl)cc1	-12%	-14%	2	-21	-22%	-0.2%	-8	-57*	-3
COC(=O)c1ccc(Cl)c(NC(C)=O)c1	-3%	-2%	0	.	3%	-2.3%	-2	-5	-5
Continuation.
SMILES	Vif-APOBEC3F blk	Glioma ERSR ind	D1 agonist	D2 PAM	Vif-A3G inh	RXFP1 ag	D1 potentiator	D1 antagonist	LDHA block
Cc1ccc(C(=O)Nc2cccc([N+](=O)[O-])c2)cc1S(=O)(=O)Nc1ccc(C(=O)O)cc1	4%	-4%	2	-3	0%	-0.2%	-15	-2	-7
O=C(c1ccc(F)cc1)N1CCOC(c2nc(-c3ccc(F)cc3)no2)C1 (stereo not drawn)	8%	-3%	9	-3	4%	-0.1%	-4	-9	-5
Cn1cnc2c(cnn2C)c1=N	?	-1%	.	.	2%	.	.	.	-9
O=C(NCCC1=CCCCC1)C1CCN(C(=O)c2ccc(Cl)cc2)CC1	-5%	5%	0	4	2%	-0.3%	1	-13	-5
O=C(Nc1ccccc1N1CCN(C(=O)c2ccccc2)CC1)c1ccc([N+](=O)[O-])o1	8%	18%	0	-6	-21%	3.8%	-4	6	5
CC(=O)C1=C(c2ccc(Cl)c(Cl)c2)N(C(C)=O)n2c(nnc2C2CCCCC2)S1	6%	-4%	0	-6	4%	0.1%	-1	.	-11
Cc1c(C(=O)O)cnc2cc(-c3ccc(Cl)cc3)nn12	4%	-4%	0	-4	0%	1.0%	11	-12	-3
CCC(=O)N1c2ccc(S(=O)(=O)CCC(=O)Nc3ccc(Br)c(C)c3)cc2CC1C (stereo not drawn)	-3%	-2%	9	0	-2%	1.4%	-1	-6	0
O=S(=O)(Nc1cccc2cccnc12)c1cccc2cccnc12	.	-4%	23	.	?	.	-3	-8	5
O=C(Nc1ccccc1)c1ccccc1NC(=O)[C@H]1CCCC[C@H]1C(=O)O	-2%	-2%	7	-10	-5%	-0.3%	1	2	-5
